Screens: PubChem BioAssay, National Center for Advancing Translational Sciences (NCATS)
Giardia killer: kills Giardia lamblia. activity change, % at 7.66 µM, hits read low. Giardia lamblia trophozoite viability. 340,000 tested, 0.15% active; in the data active means activity change below about -80%; inconclusive means between about -30% and that limit;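 further: parasites exposed to compound for two days anaerobically before the ATP read; on the % scale 0 is the no-effect control and ±100 the full control effect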
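Luminescence from cellular ATP indicates surviving trophozoites (100 cells/well) following 48 hrs anaerobic compound treatment at 37 deg C; signal develops 15-30 min at room temperature.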
PKM2 act: activators of human pyruvate kinase M2; purified PKM2, Kinase-Glo ATP luminescence, activation; response scale: 0% is enzyme alone, no compound; 260,000 tested, 0.34% active; Potency, µM (titrated, usually from 57.5 µM), inactives show top-dose activation, most hits filed as activators; further: potency means the concentration at half of the fitted maximal effect; on the % scale 0 is the no-effect control and ±100 the full control effect; nearly all actives have a fitted effect of over 55% in size
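hPK-M2, >95% pure; 0.1 mM ADP / 0.5 mM PEP final; imidazole pH7.2 buffer w/ 7 mM MgCl2, 50 mM KCl; 1 h RT; Kinase-Glo lum. Intermediate enzyme activity for dual inhibitor/activator qHTS.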
GALK inhibitor: galactokinase (human) inhibition; 270,000 tested, 0.007% active; Purified GALK, Kinase-Glo residual ATP luminescence; AID 1868; P51570; Potency, µM (doses to about 57.5 µM), inactives show top-dose activity change, negative = inhibition, usual class: inhibitors; further: potency means the concentration at half of the fitted maximal effect; on the % scale 0 is the no-effect control and ±100 the full control effect
Target sequence (P51570 whole entry, looked up): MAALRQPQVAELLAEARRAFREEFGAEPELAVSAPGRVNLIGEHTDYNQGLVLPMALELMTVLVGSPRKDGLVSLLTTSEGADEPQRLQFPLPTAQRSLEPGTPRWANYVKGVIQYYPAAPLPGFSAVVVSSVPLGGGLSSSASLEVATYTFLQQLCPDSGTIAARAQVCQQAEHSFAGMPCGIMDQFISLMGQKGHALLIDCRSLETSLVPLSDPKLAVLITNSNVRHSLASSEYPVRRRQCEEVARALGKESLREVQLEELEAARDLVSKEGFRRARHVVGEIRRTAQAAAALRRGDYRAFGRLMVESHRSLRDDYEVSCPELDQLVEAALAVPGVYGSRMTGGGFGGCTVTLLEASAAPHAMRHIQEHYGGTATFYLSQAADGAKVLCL
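The enzyme phosphorylates galactose (100 uM) using ATP (35 uM); inhibition is detected as higher residual ATP, quantified by bioluminescence after 1 h reaction at room temperature, pH 8.0.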
TRPV1 agonist: human TRPV1 agonism; Q8NER1; TRPV1-expressing cells, Fluo-8 calcium influx, agonist mode; activation, % at 8.33 µM; 320,000 tested, 0.19% active; in the data active means activation above about 80%; inconclusive means between about 30% and that limit; further: 0% is about no effect
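Fluo-8 calcium influx in TRPV1-expressing cells, kinetic read (ex 480/em 520 nm). Compound added and read 3 min for agonist activity, followed by capsaicin at EC20 final and 2 min further read for enhancement.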
Coupling enz: coupling enzyme interference in Giardia aldolase counter-screen; coupling enzyme system counterscreen, AmpLite Red fluorescence; activity change, negative = inhibition, % at 58.2 µM, hits read low; 290,000 tested, 0.67% active; in the data active means activity change below about -30%; further: on the % scale 0 is the no-effect control and ±100 the full control effect
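Activity here indicates interference with the coupling reaction, not aldolase inhibition. Compounds at 57.5 uM final met coupling enzymes for 10 min at RT; substrate and AmpLite Red detection followed, with a 525/598 nm fluorescence read after 20 min.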
Menin MLL FP TR: inhibitors of human menin-MLL interaction, mutant MLL peptide; O00255; Menin + Texas Red MLL mutant peptide, fluorescence polarization; Potency, µM (highest dose often 61.6 µM), inactives show at the highest dose FP activity change, negative = inhibition, usual class: inhibitors; 270,000 tested, 0.23% active; AID 1768; active means well fitted inhibition curve with a large enough effect in the polarisation, with a control signal flat, not every such curve was filed as active; inconclusive means small, poorly fitted or top-dose-only effect, or effect the other way, or a change in a side signal; inactive means no such curve, though single readings can be large or run the other way; the % refers to the polarisation; further: potency means the concentration at half of the fitted maximal effect; % of control where 0% means no effect; many of its hits are not listed in these tables
hERG WT inh: blocks the wildtype human KCNH2 potassium channel; AID 720551; 340,000 tested, 0.37% active; Q12809; activity change, % at 1.84 µM; U2OS, BacMam KCNH2, thallium flux FluxOr; active compounds read low;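 active means maximum activity change below -70%; inconclusive means maximum activity change between -70% and -50%; inactive means maximum activity change above -50%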; further: on the % scale 0 is the no-effect control and ±100 the full control effect
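U2OS cells were transduced with wild-type KCNH2 virus (2.03 x 10^8 / mL) for 4 h at room temperature, then cultured overnight at 37 C. Thallium flux was read with FluxOr dye. Rate constants were normalized to DMSO controls.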
USP2a block: blocks human ubiquitin-specific protease USP2a; O75604; USP2 core, Ub-CHOP2 coupled fluorogenic reporter, 485/531; Potency, µM (highest dose often 38.3 µM), for inactives: at the highest dose activity change, negative = inhibition, most hits filed as inhibitors; 330,000 tested, 0.01% active;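 further: potency means the concentration at half of the fitted maximal effect; plate controls were DMSO wells for no effect and full inhibition by NEM control for full effect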
Target sequence (O75604 whole entry, looked up): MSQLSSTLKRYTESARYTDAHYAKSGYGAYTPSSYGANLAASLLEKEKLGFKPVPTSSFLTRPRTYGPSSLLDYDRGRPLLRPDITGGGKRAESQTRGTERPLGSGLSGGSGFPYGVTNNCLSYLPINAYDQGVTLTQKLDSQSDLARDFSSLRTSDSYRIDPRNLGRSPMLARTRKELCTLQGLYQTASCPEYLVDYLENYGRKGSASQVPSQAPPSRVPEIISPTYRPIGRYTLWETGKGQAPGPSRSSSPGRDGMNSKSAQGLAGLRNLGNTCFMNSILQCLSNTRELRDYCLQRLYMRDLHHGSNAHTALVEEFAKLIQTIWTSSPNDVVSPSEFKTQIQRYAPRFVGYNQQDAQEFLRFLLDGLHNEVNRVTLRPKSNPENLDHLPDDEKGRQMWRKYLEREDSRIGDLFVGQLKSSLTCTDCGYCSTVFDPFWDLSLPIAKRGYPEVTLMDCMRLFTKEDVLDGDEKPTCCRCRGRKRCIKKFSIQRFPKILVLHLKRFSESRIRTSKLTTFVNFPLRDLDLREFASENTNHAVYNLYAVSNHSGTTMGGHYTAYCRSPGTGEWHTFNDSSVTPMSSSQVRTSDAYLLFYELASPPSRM
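Cell-free coupled assay: 10nM USP2 core preincubated 30min RT with compound in Tris-HCl pH 8.0/CaCl2/CHAPS buffer, then 25nM Ub-CHOP2 and 25nM reporter substrate; fluorescence (Ex 485/Em 531) read after 60min RT, normalized to NEM inhibition, concentration-response curves fitted.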
MLL CXXC-DNA inh: MLL CXXC-DNA interaction inhibition; MLL-CXXC / FITC-HOXA9 DNA fluorescence polarization; Potency, µM (highest dose often 115 µM), for inactives: top-dose activity change, negative = inhibition, usual class: inhibitors; 290,000 tested, 0.037% active; AID 2662; active means well fitted inhibition curve with a large enough effect in the polarisation, with a control signal flat, not every such curve was filed as active; inconclusive means small, poorly fitted or top-dose-only effect, or effect the other way, or a change in a side signal; inactive means no such curve, though single readings can be large or run the other way; the % refers to the polarisation; further: potency means the concentration at half of the fitted maximal effect
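Purified MLL-CXXC (added from a 7 uM solution) was preincubated 5 min at ambient with pinned compounds in 50 mM Tris-HCl pH 7.5, 50 mM NaCl, 1 mM DTT, 0.05% BSA. Fluorescein-labeled HOX-A9 DNA (50 nM solution) followed, 30 min, then polarization read.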
KCNH2 3.1 block: inhibitors of human KCNH2 3.1 potassium channel isoform | activity change, % (tested at about 1.8 µM) | U2OS KCNH2 3.1, thallium flux FluxOr; active compounds read low | 340,000 tested, 0.95% active;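 active means maximum activity change below -70%; inconclusive means maximum activity change from -70% to -50%; inactive means maximum activity change above -50%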;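 further: thallium influx rate constant from kinetic fluorescence after stimulation buffer; on the % scale 0 is the no-effect control and ±100 the full control effect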
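Kinetic fluorescence (2 min after stimulation buffer) measures Tl+ influx through KCNH2 3.1 expressed by viral transduction in U2OS cells; the rate constant is normalized against DMSO controls serving as positive and negative references.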
B2AR arrestin: agonists driving beta-arrestin recruitment to human beta2-adrenergic receptor; P07550; beta-arrestin recruitment to beta2AR, cell-based reporter; Potency, µM (doses to about 46.1 µM), for the others: top-dose activation, most hits filed as activators; 330,000 tested, 0.02% active; AID 492947;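 further: potency means the concentration at half of the fitted maximal effect; 0% = DMSO controls and full agonism = EC100 isoproterenol or metaproterenol; nearly all actives have a fitted effect of over 65% in size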
Starred values were filed as active, the others as inactive; u = inconclusive; x = not tested or not shown; & = joins results of further samples; [ ] = another dose, or the depositor's remark. Unless noted, the call rests on the fitted dose curve; in most records, active means well fitted curve in the direction sought with a large enough effect; inconclusive means small, poorly fitted or top-dose-only effect, or another doubt; inactive means no such curve, though single readings can be large; an effect the other way counts as inactive or inconclusive. A portion of the library; rates above refer to the full screens.

SMILES	Giardia killer	PKM2 act	GALK inhibitor	TRPV1 agonist	Coupling enz	Menin MLL FP TR	hERG WT inh	USP2a block	MLL CXXC-DNA inh	KCNH2 3.1 block	B2AR arrestin
CC(Oc1ccc(-c2ccccc2)c(F)c1)c1ccn(S(=O)(=O)c2ccc(Br)cc2)n1 (stereo not given)	-3	0%	-3%	x	0	x	-12	-1%	13%	-6	-0.6%
COc1ccc(N2CCN(C(CNC(=O)C(=O)NCCCn3ccnc3)c3cccnc3)CC2)cc1 (stereo not given)	-16	-1%	1%	3	-1	-10%	24	-1%	14%	3	0.4%
C[C@H](NC(=O)OC(C)(C)C)c1nnc(SCC(=O)Nc2cccc(Cl)c2)o1	-14	-4%[0.46 µM]	6%	1	0	11%	4	0%	4%	16	0.0%
COc1ccc(C(=O)Nc2ccc(NC(=O)c3ccccc3OC)nc2)cc1	6	0%	0%	7	-3	u	1	2%	8%	9	0.1%
O=C(c1cccc(-n2cccc2)c1)N1CCN(S(=O)(=O)c2c(F)cccc2F)CC1	-1	21%	-5%	1	x	x	32	0%	12%	-11	-0.3%
CN(CCc1ccccn1)C(=S)Nc1ccc(Cl)cc1Cl	-27	25%	-2%	1	1	0%	0	-1%	16%	22	0.1%
COc1ccc(NC(=O)CCN2CCN(S(=O)(=O)c3cc(Cl)ccc3Cl)CC2)cc1	-12	-8%	0%	24	1	-20%	3	1%	11%	7	0.1%
O=C(OCc1ccccn1)C1CCN(C(=O)c2ccc(Cl)cc2)CC1	-4	x	x	0	x	x	2	-1%	x	21	-0.4%
CC(=O)Nc1ccc(NC(=O)c2ccc(N(C)S(=O)(=O)c3ccc(C)cc3)cc2)cc1	-8	-6%	-6%	3	x	x	13	0%	-4%	2	-0.3%
COc1ccc(C2CC(c3ccccc3)=NN2C(=O)COC(=O)c2cc(S(=O)(=O)N3CCOCC3)ccc2Cl)cc1 (stereo not given)	-22	1%	0%	16	1	-3%	-4	-1%	0%	-5	-0.4%
CC(=O)CCc1c(C)[nH]c2ccccc2c1=O	7	7%	-6%	0	0	-7%	-13	-1%	-6%	8	-0.3%
COCCn1c(=NC(=O)/C=C/c2cccs2)sc2cc(NC(C)=O)ccc21	12	-8%	-3%	3	2	13%	0	2%	8%	8	-0.1%
c1ccc(CCNC2=NCCCS2)cc1	8	1%	9%	0	2	0%	3	2%	6%	-11	-1.0%
CCCCc1c(C)nc2ccccc2c1SCCC(=O)O	-16	-1%	13%	0	13	-15%	x	4%	2%	-16	0.2%
CCS(=O)(=O)N1CCC(C(=O)NCCCN2CCCC2)CC1	11	0%	2%	-3	0	-3%	8	-2%	2%	12	0.1%
COc1ccc(N2CCN(Cc3nc4c(c(=O)[nH]c(=O)n4C)n3CCCc3ccccc3)CC2)cc1	21	0%	1%	1	3	6%	-17	1%	8%	u	0.1%
COc1ccccc1NC(=O)CCc1nnc2ccc(N3CCC4(CC3)OCCO4)nn12	11	x	2%	-1	x	x	1	2%	13%	-24	-0.4%
CCCOc1c(Cl)cc(/C=N/O)cc1OCC	u	16%	-2%	-5	-8	30%[activator]	-8	-1%	-6%	-1	-0.1%
Cc1ccc(/C=C2/SC(=S)N(C3CCCCC3)C2=O)o1	1	x	-11%	0	-6	u	-9	4%	43%[activator]	-4	0.5%
CCc1ccc(S(=O)(=O)NC(=S)NC2CCCCC2)cc1	26	3%	0%	-1	10	63%[activator]	-8	6%	4%	15	0.6%
CCCC(=O)Nc1cc(C(=O)O)ccc1Sc1ccc(C)cc1	3	-1%	5%	4	16	3%	19	-1%	7%	15	0.5%
C=CCn1c(=O)c2c3c(sc2n2c(Nc4ccccc4)nnc12)CCCC3	2	-1%	-3%	u	3	-9%	-8	1%	-3%	-2	-0.8%
O=C(NNC(=O)C1CCN(S(=O)(=O)c2ccc(Cl)cc2)CC1)c1ccccc1O	9	x	x	-2	x	x	15	2%	x	-21	0.1%
S=C1N(c2ccccc2)C(c2ccc(Br)cc2)N2CCCN12 (stereo not given)	-27	2%	x	15	3	x	-2	5%	8%	-6	-0.6%
Cc1cccc(C)c1OCC(=O)OC/C(O)=C(\C#N)c1nc2ccccc2[nH]1	-11	-12%	1%	4	0	9%	16	3%	5%	-15	-0.5%
CN(C)/C=C(/C(=O)c1ccccc1)S(=O)(=O)c1ccc(Cl)cc1	-2	-4%	0%	0	2	-2%	-7	-2%	3%	8	-0.3%
CCOc1ccc(/C=N/NC(=O)CSc2n[nH]c(=O)[nH]c2=O)cc1OC	-17	-25%	-1%	1	4	-5%	-8	2%	-4%	x	0.1%
Cc1ccc(-c2csc(N3CCC[C@@H]3C(=O)NCCn3c(C(F)(F)F)nc4ccccc43)n2)cc1	-18	2%	x	u	0	-6%	-4	-2%	14%	-25	-1.0%
CCN(CC(=O)NCc1cccs1)C(=O)COc1ccc(C(N)=O)cc1	58[activator]	x	x	1	x	x	4	-1%	x	1	0.2%
CC1=CC(C)(C)N2C(=O)C3(C(C#N)=C(N)Oc4cc(C)oc(=O)c43)c3cccc1c32 (stereo not given)	37[activator]	-14%	-2%	-2	2	17%	6	-1%	-2%	-4	-0.2%
O=C(Nc1cccc2c1C(=O)NC2=O)c1cccc(N2C(=O)CCC2=O)c1	-7	2%	6%	2	1	1%	-10	1%	21%	12	0.4%
Cc1cccc2cc(C#N)c(SCC(=O)Nc3ccccc3N3CCOCC3)nc12	-12	4%	2%	3	2	u	-10	3%	15%	6	-0.3%
CCN1CCN(C(=O)CN(CC)S(=O)(=O)c2ccc(F)cc2)CC1	10	2%	-4%	1	0	1%	-3	0%	11%	6	-0.1%
CCc1ccc2[nH]c(=O)c(CN(CCN(C)C)C(=O)Nc3ccccc3)cc2c1	2	-5%	2%	19	1	-23%	11	2%	2%	-14	0.3%
Clc1nc2ccccc2cc1/C=N/Nc1nc2ccccc2[nH]1	-30	-22%	1%	3	0	27%	6	2%	9%	6	5.3%
Nc1nnc(SCC(=O)NC2CCCc3ccccc32)s1 (stereo not given)	15	u	x	2	1	x	-7	1%	2%	-16	-0.5%
CS(=O)(=O)N1CCC(NC(=O)Cc2ccccc2)CC1	-5	-1%	-3%	1	5	-14%	0	-2%	-2%	0	-0.6%
CCC1(CC)Cc2ccccc2-c2nc(CN3CCOCC3)[nH]c(=O)c21	4	-1%	7%	0	0	-20%	-13	0%	3%	7	0.0%
Cc1ccc(-c2nc3ccccc3[nH]2)cc1NC(=O)c1sc2ccccc2c1Cl	-4	-1%	-4%	5	-2	0%	0	3%	42%[activator]	-32	-0.3%
CCC(C)NC(=O)C1CCC(CNS(=O)(=O)c2ccc3c(c2)CC(C)N3C(C)=O)CC1 (stereo not given)	-23	x	-5%	0	0	3%	14	0%	-5%	-6	0.1%
Cc1cc(C)c(NC(=O)CNC(=O)Cc2ccc(S(=O)(=O)N3CCOCC3)s2)c(C)c1	2	x	x	0	x	x	-14	-1%	x	4	-0.1%
Cc1ccc(NC(=O)COC(=O)c2cccc(C)c2[N+](=O)[O-])cc1S(=O)(=O)N1CCCCC1	3	x	x	x	x	x	-7	-3%	x	-4	0.3%
Cc1ccc(C(=O)NNC(=O)c2ccc(S(=O)(=O)N3CCOCC3)cc2)cc1	-9	0%	-2%	12	1	-4%	-17	-2%	-12%	1	-0.2%
COc1ccc(-n2c3c(c(=O)[nH]c2=O)C(NC(=O)c2ccncc2)(C(F)(F)F)C(=O)N3)cc1 (stereo not given)	5	1%	0%	0	3	10%	-7	3%	-2%	3	0.4%
Cc1cccc(CSc2nnc(-c3ccccn3)n2N)c1	0	-1%	1%	29	4	-3%	4	-2%	4%	-6	0.4%
Cc1cccc2c(SCC(N)=O)nc(-c3ccccc3)nc12	6	-2%	4%	2	3	-16%	-15	1%	24%	15	-0.1%
CC(CCOC1=NS(=O)(=O)c2ccccc21)NC(=O)C(=O)Nc1ccccc1 (stereo not given)	-6	-11%	0%	6	-2	x	-2	1%	2%	3	-0.5%
COc1ccc(NS(=O)(=O)c2cccc(C(=O)NCC(c3ccco3)N(C)C)c2)cc1 (stereo not given)	6	x	x	2	x	x	12	-6%	x	-5	0.3%
C/C(N)=C(/C#N)C(=O)COC(=O)c1cc(C)n(-c2ccc(F)cc2)c1C	20&22	-4%	1%	-4	0	-6%	-8&-11	-2%	9%	0&6	5.4%
CCC(C)NC(=O)c1cc2c(=O)[nH]c3ccc(C)cc3c2s1 (stereo not given)	19	x	9%	2	1	5%	-6	-1%	2%	-3	-1.0%
